High-throughput results (PubChem)
Arrestin-AP2 inh: human beta-arrestin and AP2 interaction inhibition. FITC-arrestin peptide / GST-AP2 beads, flow cytometry; AP2 beta2 appendage carries R879A mutation. inhibition, % at 10 µM. 340,000 tested, 0.31% active. AID 504490;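 active = inhibition above a set limit, near 3 SD of compounds lacking own fluorescence, cut at about 54% in these data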;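 also: plate controls were DMSO wells for no effect and 5 µM unlabelled arrestin peptide for full effect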
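System: GST-tagged AP2 beta2-adaptin appendage (R879A) on 4 µm glutathione beads / Reagent: FITC-arrestin peptide, 50 nM / Detection: HyperCyt-sampled flow cytometry, FL1 channel, ex 488/em 535 nm / Timing: 12 min plus 1 h, RT / Buffer or medium: PBS plus Tween 20 (0.05%) and BSA (0.1%)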
Cardiac RTF inh: cardiac RTF calcium desensitization | IANBD-labeled cardiac RTF, Ca2+ fluorescence | AID 493244 | 340,000 tested, 0.12% active | P19429+P45379 | inhibition, % at 7.15 µM;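 active = inhibition above the mean inhibition of all tested compounds plus 3 SD, cut at about 17% in these data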;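 also: assay run at fixed EC70 calcium of 1.6 mM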
DSG3 Ab inh: human desmoglein-3 autoantibody binding inhibition. P32926. DSG3-coupled beads, scFv-anti-DSG3-GFP binding, flow cytometry; active compounds read low. binding (percent of control), % at 10 µM. 310,000 tested, 0.48% active. AID 588358;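 active = binding more than 3 SD below its plate's average and above zero; inconclusive = below that plate limit but binding exactly zero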;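 also: hits lower antibody fragment binding to DSG3; some compounds called inactive have numbers as strong as hits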
Wnt act: activators of Wnt/beta-catenin signaling | 300,000 tested, 1.2% active | AID 743398 | activation, % at 9.35 µM | Wnt/beta-catenin reporter cell assay, activator, plate reader; in the data active = activation above about 30%, passing the limit was not always enough; inconclusive = no clear call, values can overlap the other calls;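 also: 0% = neutral control wells and 100% = positive control wells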
MOR-DOR ag: agonists of human mu-delta opioid receptor heterodimerization; activation, % at 9.3 µM; P35372+P41143; AID 504326; cells, OPRM1-OPRD1 heterodimerization, luminescence; 340,000 tested, 0.3% active; in the data active = activation above about 18%;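 also: 0% = vehicle-treated cells and 100% = reference agonist; values of inactives mirror those of a sister screen read the other way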
OPRM1-OPRD1 inv: inverse agonists of human mu-delta opioid receptor heterodimerization. inhibition, % at 9.3 µM. 340,000 tested, 0.21% active. cell-based MOR-DOR heterodimer luminescence, inverse agonism. AID 504357; in the data active = inhibition above about 22%, passing the limit was not always enough;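 also: 0% = cells with DMSO and 100% = wells without cells with DMSO; values of inactives mirror those of a sister screen read the other way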
cardiac RTF act: increases calcium sensitivity of human cardiac regulated thin filaments | P19429+P45379 | IANBD-labeled TnC RTF fluorescence at EC20 calcium; 0% EC20 calcium, 100% full calcium | activation, % at 7.2 µM | 340,000 tested, 0.24% active;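 active = activation above the mean over all tested compounds plus 3 SD, cut at about 30% in these data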;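 also: rise in fluorescence read as greater calcium sensitivity of cardiac thin filaments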
V-ATPase pH: alters yeast V-ATPase proton transport. S. cerevisiae, pHLuorin cytosolic pH fluorescence. response, % at 10 µM. 350,000 tested, 0.37% active. AID 504577; in the data active = response mostly above about 7.3%, no sharp cut-off; inactive = mostly below about 5.4%; also: actives read high; inactives centre near 0; some compounds called inactive have numbers as strong as hits; reference of the scale not given here
LANA DNA inh: blocks KSHV LANA C-terminal domain binding to DNA | MBP-C-LANA/FAM-LBS DNA binding, fluorescence polarization | inhibition, % at 9 µM | 340,000 tested, 0.078% active | AID 504423;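 active = highest replicate inhibition at or above 60% at 9 µM, even if other replicates fall short; inactive = all replicates below 60% inhibition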;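 also: 0% = neutral control wells and 100% = 4 µM acridine orange control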
Keap1-Nrf2 PPI: inhibitors of human Keap1-Nrf2 protein-protein interaction. Keap1 Kelch-Nrf2 peptide fluorescence polarization, 1536-well. inhibition, % at 9.4 µM. 340,000 tested, 0.15% active. AID 504523; in the data active = inhibition above about 12%; inconclusive = no clear call, values can overlap the other calls; inactive = below about 7.3%;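 also: human Keap1 Kelch domain with fluorescein labeled Nrf2 9mer peptide probe; 0% = neutral control wells and 100% = peptide positive control; higher means more block of Keap1 binding to Nrf2 peptide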
Target sequence (Q14145 whole entry, looked up, the tested form may be a part): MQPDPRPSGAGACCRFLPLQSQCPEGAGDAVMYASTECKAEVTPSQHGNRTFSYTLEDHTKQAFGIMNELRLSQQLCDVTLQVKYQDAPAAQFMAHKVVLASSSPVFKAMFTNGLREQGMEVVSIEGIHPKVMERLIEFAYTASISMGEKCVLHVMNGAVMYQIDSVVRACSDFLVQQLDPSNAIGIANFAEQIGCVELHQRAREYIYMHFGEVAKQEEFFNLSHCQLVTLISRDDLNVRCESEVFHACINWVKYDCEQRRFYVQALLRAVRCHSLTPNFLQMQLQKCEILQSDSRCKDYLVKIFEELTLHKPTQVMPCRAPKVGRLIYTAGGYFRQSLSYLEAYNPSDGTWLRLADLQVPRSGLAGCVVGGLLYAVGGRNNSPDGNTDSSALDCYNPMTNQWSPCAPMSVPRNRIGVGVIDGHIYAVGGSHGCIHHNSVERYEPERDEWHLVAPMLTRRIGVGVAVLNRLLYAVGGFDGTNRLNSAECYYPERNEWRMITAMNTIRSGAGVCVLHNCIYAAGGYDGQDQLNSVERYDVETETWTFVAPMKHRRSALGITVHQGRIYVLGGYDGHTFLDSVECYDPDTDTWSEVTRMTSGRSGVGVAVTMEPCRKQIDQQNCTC
* hit, by the source's call; u = inconclusive; x = not tested or not shown; & = joins results of further samples.

SMILES	Arrestin-AP2 inh	Cardiac RTF inh	DSG3 Ab inh	Wnt act	MOR-DOR ag	OPRM1-OPRD1 inv	cardiac RTF act	V-ATPase pH	LANA DNA inh	Keap1-Nrf2 PPI
O=C(C(Cc1ccccc1)N1C(=O)C2C3CCC(C3)C2C1=O)N1CCCCC1 (centres undefined)	22	-3	102	-1	-1.8	10	-2	-1	0.2	0
COc1ccccc1NS(=O)(=O)c1cc(C(=O)NCC2CCCO2)ccc1C (centres undefined)	-5	2	103	0	-1.5	10	1	2	0.4	-3
COc1cccc(NC(=O)Nc2nnc(-c3ccccc3SCc3ccccc3)s2)c1	3	-2	105	x	1.1	-5	1	-3	0.5	3
CN(C)c1ccc(/C=N\NC(=O)c2csnn2)cc1	4	-12	x	22	-1.6	8	3	-4	x	-2
CSc1nc2ccc(NS(=O)(=O)c3ccc(CNC(C)=O)cc3)cc2s1	-1	3	115	-2	-1.8	7	-3	0	1.3	-4
O=C(/C=C/c1c(Cl)nc2ccccn12)N1CCCCC1	5	0	112	9	-0.4	3	-1	-3	-1.6	-1
c1ccc(C[C@H]2CNCCN2CC2CCCCC2)cc1	3	-1	105	0	-0.4	2	-3	-1	2.0	0
CCCOc1ccc(C2c3c(oc4ccccc4c3=O)C(=O)N2CCCN2CCOCC2)cc1 (centres undefined)	3	-7	101	x	-1.9	11	9	-1	0.0	-9
Cc1nc(-c2ccc(F)cc2)c(CC(=O)N2CCN(S(=O)(=O)c3ccc(F)cc3)CC2)s1	15	-5	110	-4	-2.7	9	-1	-1	-0.1	-2
Cc1cccc(-n2ncc3c2CCCC3NC(=O)C2(C(N)=O)CC2)c1C (centres undefined)	25	2	108	-4	0.1	0	-4	2	0.4	0
COc1ccccc1NC(=O)CSc1n[nH]c(-c2ccccn2)n1	19	-14	x	-2	-0.6	4	3	-1	-0.5	3
CC(O)[C@H]1CNC(=O)C(=O)N1CC1(c2ccccc2)CC1 (some centres undefined)	x	-5	104	2	-0.6	4	0	5	-0.3	-4
c1cc(C(c2nnnn2C2CCCCC2)N2CCN3CCCC3C2)ccn1 (centres undefined)	-4	-9	144	x	-1.7	10	-2	1	4.7	-3
CCOc1ccc(S(=O)(=O)N(CC(=O)N/N=C/c2cccs2)c2ccc(C)cc2)cc1	29	-3	75	-4	5.7	-36	2	-4	-1.1	1
CCOC(=O)Cn1c(=NC(=O)c2nc3ccccc3s2)sc2cc(S(N)(=O)=O)ccc21	10	2	88	-20	0.4	-2	-6	-1	-0.2	-1
CCOc1ccc2[nH]c(=O)c(CN(Cc3ccco3)Cc3nnnn3Cc3ccccc3)cc2c1	9	-13	101	-3	0.0	0	-2	-1	0.8	-2
CN(CCOc1ccc(Cl)cc1)C(=O)c1cccc(S(=O)(=O)N2CCN(c3ccc(F)cc3)CC2)c1	0	-5	91	x	3.7	-19	-11	-4	1.0	6
CCN1CCCC1CN(Cc1cc2cc(C)ccc2[nH]c1=O)C(=O)Nc1ccccc1OC (centres undefined)	1	-7	119	x	-2.8	16	4	-2	0.5	-8
Cc1ccc(NS(=O)(=O)c2ccc3c(c2)NC(=O)CO3)cc1C	18	-4	99	0	-0.2	1	-6	1	-0.2	-2
Cn1c2c(c(=O)n(C)c1=O)C(c1cccc(F)c1)C(C#N)=C(N)O2 (centres undefined)	-14	4	114	0	-2.3	12	6	-8	-0.7	-9
COC(=O)C1=C(C)Nc2nnnn2C1c1ccc(Cl)cc1Cl (centres undefined)	5	-3	99	x	2.6	-14	6	-3	-0.3	-1
COc1ccccc1C(C)NC(=O)c1cc(=O)[nH]c2ccccc12 (centres undefined)	-3	-20	107	0	-0.1	1	-2	1	0.2	-4
COc1ccccc1N1CCN(Cc2nnnn2CCc2ccccc2)CC1	4	-3	88	x	-0.4	2	-3	1	0.0	7
S=C(NC1CC1)NC1CCCc2ccccc21 (centres undefined)	30	-16	101	-2	0.5	-2	16	4	1.4	-2
CCOC(=O)C(NC(=O)NCc1ccccc1)(OCC)C(F)(F)F (centres undefined)	6	-22	95	x	-1.9	12	4	-2	-0.6	3
SMILES	Arrestin-AP2 inh	Cardiac RTF inh	DSG3 Ab inh	Wnt act	MOR-DOR ag	OPRM1-OPRD1 inv	cardiac RTF act	V-ATPase pH	LANA DNA inh	Keap1-Nrf2 PPI
CC1(C)C(=O)OC(c2ccccc2)C2(CCCC2)C1=O (centres undefined)	11	-13	101	-1	0.3	-2	1	2	1.5	-3
O=C(O)c1ccc(-n2cccc2/C=N\NC(=O)c2cc3cc(Br)ccc3o2)cc1	-15	14	87	0	-1.5	8	-6	-4	21	2
COc1ccc(N(CC(=O)NCCSCc2ccco2)S(=O)(=O)c2ccccc2)cc1	-4	0	102	3	-1.4	7	-4	1	0.5	3
O=c1c2ccccc2nc2c3ccccc3ncn12	3	-5	103	-1	-0.8	4	7	-9	-0.2	4
N#C/C(=C\c1ccncc1)c1nc2ccccc2c(=O)[nH]1	30	-5	105	-1	-6.2	33*	-1	0	0.1	-4
O=C(c1csc(Nc2cccc3ccccc23)n1)N1CCCC1	-1	-11	94	1	-0.2	1	3	-1	2.2	-3
CCCCN1CC[C@H]2C=CC[C@@H](C(=O)Nc3ccc(Cl)cc3Cl)[C@H]2C1=O	1	2	101	0	2.7	-15	0	-3	0.9	-4
CCN=C1S/C(=C\c2ccc(-c3cccc(C(=O)O)c3)o2)C(=O)N1CC	13	2	99	x	-0.2	2	0	-10	4.3	-5
C/C(N)=C(/C#N)C(=O)COC(=O)CCSc1ccccc1	1&-1	-5&-6	100	0&9	-0.6&-2.1	3&11	13&5	6&0	1.1&-0.2	-1&-1
COc1ccc(N2CCN(C(=O)CSc3ccc([N+](=O)[O-])cc3)CC2)cc1	46	-1	98	-1	1.8	-10	-5	-1	-1.1	-1
CCOc1ccc(-n2c(SCC(=O)NCc3ccco3)nc3c(c2=O)SCC3)cc1	-2	-9	x	-1	-0.5	3	12	6	-0.1	-2
CSc1nc2oc3c(c2c2nncn12)CC(C)(C)SC3	11	-7	115	0	-2.2	10	1	-1	7.8	0
Cc1ccc(C=NNc2nc3c([nH]2)c(=O)n(C)c(=O)n3C)cc1	33	1	108	2	-1.4	7	2	-2	1.4	1
COc1ccc(OC)c(S(N)(=O)=O)c1	12	-5	97	x	-1.2	6	-3	0	0.2	3
CC(=O)c1cccc(S(=O)(=O)Nc2ccc3nc(C)sc3c2)c1	29	-3	85	0	-1.3	6	-2	1	0.0	-3
CC1CC(=O)Nc2ccccc2N1C(=O)CSc1ncnc2sccc12 (centres undefined)	-2	0	101	-2	-0.2	1	2	3	0.3	1
CC1(C)Cc2c(sc(NC(=O)c3ccc(Br)o3)c2C#N)CO1	0	-7	106	x	-1.6	10	-6	4	7.3	-3
Cc1ccc(N2C(=O)/C(=C\c3ccco3)SC2=S)cc1	2	3	99	x	3.1	-19	-1	1	0.1	-6
O=C(c1n[nH]c(=O)c2ccccc12)N1CCOCC1	-2	-2	95	-2	-2.2	12	2	-1	1.7	-2
CC1CCN(C(=O)c2ccc3c(c2)OCO3)CC1	34	10	x	1	-2.6	14	-2	-2	-0.9	0
COc1ccc(S(=O)(=O)N2CCCCC2)cc1NC(=O)COC(=O)c1ccco1	-15	2	x	1	-0.3	1	-4	-2	-2.3	-3
O=[N+]([O-])c1ccc(O)c(C=Nc2ccc3nc(-c4ccccc4)[nH]c3c2)c1	8	-18	x	u	-0.9	5	1	0	-0.8	-7
CC(=NO)C1CCC2C3CCC4=CC(=NO)CCC4(C)C3C(O)CC12C (centres undefined)	44	-4	118	-4	-6.7	34	-6	8	0.2	0
CCc1cccc2sc(NC(=O)c3ccc(N4C(=O)CCC4=O)cc3)nc12	-2	-2	98	4	0.2	-1	3	1	1.2	-4
CC(=O)NC(=S)Nc1ccccc1C(=O)NC1CCCCC1	18	-3	102	1	-0.9	4	3	3	-2.7	-2

Some entries already given with just LANA DNA inh and V-ATPase pH.
canonical_smiles	LANA DNA inh	V-ATPase pH
COc1ccc(N2CCN(C(=O)CSc3ccc([N+](=O)[O-])cc3)CC2)cc1	-1.1	-1
CCOc1ccc(-n2c(SCC(=O)NCc3ccco3)nc3c(c2=O)SCC3)cc1	-0.1	6

Continuation.
SMILES	Arrestin-AP2 inh	Cardiac RTF inh	DSG3 Ab inh	Wnt act	MOR-DOR ag	OPRM1-OPRD1 inv	cardiac RTF act	V-ATPase pH	LANA DNA inh	Keap1-Nrf2 PPI
COc1cccc(C(=O)Nc2cc(C)on2)c1OC	20	-6	89	17	-0.8	4	1	-1	1.1	3
COc1cccc(N2CCN(CC(=O)c3c(C)[nH]c4ccccc34)CC2)c1	1	-6	98	0	-0.8	4	-1	0	1.9	3
CC(C)Oc1cc2ccccc2cc1CNC[C@H]1O[C@@H](n2cnc3c(N)ncnc32)[C@H](O)[C@@H]1O	13	0	94	-1	-3.8	18	6	1	-0.5	-4
COC(=O)c1sccc1NC(=O)CN1CCN(c2ccc(F)cc2)CC1	4	-9	101	0	2.8	-16	2	-1	-1.9	2
COc1ccc(CNC(=O)CN(c2cc(C)cc(C)c2)S(=O)(=O)c2c(C)noc2C)cc1	-8	-3	105	-1	-1.8	9	10	-7	-2.5	-2
Cc1c(C)c2ccc(OCC(=O)NC3CCN(Cc4ccccc4)CC3)c(C)c2oc1=O	35	-10	103	-2	-0.6	3	1	1	-0.2	1
N#Cc1c(-c2ccc(F)cc2)nc2n(c1=O)CCS2	7	2	102	x	-4.2	22	4	-5	2.5	1
CC(c1ccccc1)N1C(=O)c2ccc(C(=O)Nc3ccccc3C(=O)O)cc2C1=O (centres undefined)	23	0	104	3	-1.0	3	-1	-1	0.2	3
Cc1cc(Cl)ccc1OCC(=O)NNC(=O)C1CCCO1 (centres undefined)	7	3	87	-2	-1.7	8	5	-1	-1.3	6
CCn1c(COc2c(C)cccc2C)nnc1SCC(=O)N1CCN(c2ccccc2)CC1	7	-4	142	x	6.1	-34	-1	-1	0.5	-3
O=C(N/N=C/c1cc(Br)c(Br)o1)C(O)c1ccccc1 (centres undefined)	-1	8	87	x	0.9	-6	-2	-1	8.4	-5
COc1ccc(NC(=O)C2CC3C=CC2C3)c([N+](=O)[O-])c1 (centres undefined)	1	0	109	4	-1.1	5	-4	-5	5.4	-1
O=C(NC(=S)Nc1ccccc1)c1cc(-c2ccccc2)nc2ccccc12	8	-8	105	x	-4.6	23	-3	-3	0.5	-5
COc1cc(OC)cc(C(=O)NC(C(=O)NCCc2ccccn2)C(C)C)c1 (centres undefined)	10	-4	x	-1	-3.1	13	-3	-3	0.2	2
CCc1cccc(NC(=O)CN(C)C2=NS(=O)(=O)c3ccccc32)c1	27	2	x	3	-1.5	6	-4	-2	-1.1	1
COc1ccc(CSCCc2n[nH]c(=S)n2-c2ccccc2)cc1	-11	-4	112	-3	0.6	-3	1	0	-0.8	1
O=C(N/C=N/OCc1ccc(Cl)cc1Cl)NOCc1c(Cl)cccc1Cl	0	-4	105	x	0.6	-3	4	-1	1.2	0
